# HTR1A agonist: activates the human 5-HT1a serotonin receptor; CHO 5-HT1a Ga15 NFAT-bla reporter, FRET ratio; 0% basal, 100% maximal reference agonist; actives 0.56% (n = 65,000); activation, % at 10 µM; P08908;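 active means activation above the screen-wide mean activation plus 3 SD, cut at about 19% in these data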;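 further: 0% = DMSO wells and 100% = 5-CT at EC100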
# 5-HT1A blocker: 5-HT1a (human) receptor antagonism; P08908; CHO 5-HT1a Ga15 NFAT-bla reporter, antagonist mode; inhibition, % at 10 µM; actives 0.68% (n = 62,000);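 active means inhibition above the mean of all tested compounds plus 3 SD, cut at about 43% in these data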;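 further: receptor stimulated by 5-CT agonist at 100 nM near EC80; beta-lactamase reporter measured by ratiometric fluorescence of a cleavable substrate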
# MMP-13 inhibitor: MMP13 (human) collagenase inhibition. actives 0.07% (n = 65,000). inhibition, % at 4 µM. MMP-13 fTHP FRET cleavage, Mca fluorescence. P45452;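 active means inhibition above the mean of compound-free control plate wells plus 3 SD, cut at about 14% in these data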;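 further: 0% = DMSO wells and 100% = wells with reference MMP-13 inhibitor after basal subtraction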
# tolC growth inh: E. coli tolC mutant growth inhibition | E. coli BW25113 tolC mutant growth, OD615 | growth inhibition, % at 10 µM (by protocol) | AID 573 | actives 2.2% (n = 65,000);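 active means growth inhibition at or above a cutoff equal to the mean over every tested compound plus 3 SD, cut at about 60% in these data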;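 further: growth measured after 20 h incubation at 37 °C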
#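 System: E. coli ΔtolC::kan strain BW25113; Buffer or medium: LB broth supplemented with 50 µg/mL kanamycin; Compound: 10 µM final, single dose; Incubation: bacterial growth with compound for 20 h at 37 °C; Signal: A615 absorbance measurement; Evaluation: growth inhibition in percent.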
# NADH enzymes: blocks coupling enzymes of NAD/NADH assays | IC50, µM (doses to about 10 µM), for inactives: top-dose inhibition | actives 0.02% (n = 65,000) | AID 774 | coupled PK/LDH NADH assays, four targets;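 active means single-dose screening hits from any of four coupled enzyme assays that gave an IC50 when retested across doses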;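 further: the DPM-DC format reads NADH fluorescence rather than 340 nm absorbance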
# SF-1 act: activates the human nuclear receptor SF-1 | CHO-K1 Gal4-SF-1 LBD luciferase reporter; % increase over DMSO SF-1-specific signal | activation, % at 10 µM | actives 1.9% (n = 65,000);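 active means activation above the mean activation of all tested compounds plus 3 SD, cut at about 50% in these data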
# Target sequence (Q13285 whole entry, looked up, the tested form may be a part): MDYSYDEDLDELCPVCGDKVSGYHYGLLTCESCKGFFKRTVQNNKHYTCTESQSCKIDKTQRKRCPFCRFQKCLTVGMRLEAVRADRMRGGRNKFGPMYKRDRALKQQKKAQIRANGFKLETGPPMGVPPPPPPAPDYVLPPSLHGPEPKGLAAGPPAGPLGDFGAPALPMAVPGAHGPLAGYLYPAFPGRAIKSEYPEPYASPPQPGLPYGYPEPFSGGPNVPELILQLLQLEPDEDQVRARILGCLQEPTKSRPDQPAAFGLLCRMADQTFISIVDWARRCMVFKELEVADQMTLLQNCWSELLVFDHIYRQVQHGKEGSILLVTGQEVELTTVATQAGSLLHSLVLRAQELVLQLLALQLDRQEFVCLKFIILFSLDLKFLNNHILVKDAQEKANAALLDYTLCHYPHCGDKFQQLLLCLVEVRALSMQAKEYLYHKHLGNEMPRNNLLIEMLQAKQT
#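 Test system: transient Gal4-SF-1 LBD reporter, CHO-K1; Amount: 4,000 CHO-K1 cells per well; Doses: 10 µM only; Timing: compound exposure 20 h at 37 °C; Signal: luciferase light emission; Read-out basis: percent activation relative to DMSO median and mock-transfected background; Control set: DMSO negative control and −SF1 background wells; Replicates: one test per compound.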
# HTR1E antagonist: blocks the human 5-HT1E serotonin receptor. P28566. CHO 5-HT1E Ga15 NFAT-bla reporter, FRET, antagonist. inhibition, % at 6 µM. actives 0.99% (n = 65,000);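 active means inhibition above a set limit, the mean inhibition across every tested compound plus 3 SD, cut at about 29% in these data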;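 further: signal is the 460 over 535 nm emission ratio of beta-lactamase substrate; 0% = agonist plus DMSO wells and 100% = wells without agonist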
# Target sequence (P28566 whole entry, looked up): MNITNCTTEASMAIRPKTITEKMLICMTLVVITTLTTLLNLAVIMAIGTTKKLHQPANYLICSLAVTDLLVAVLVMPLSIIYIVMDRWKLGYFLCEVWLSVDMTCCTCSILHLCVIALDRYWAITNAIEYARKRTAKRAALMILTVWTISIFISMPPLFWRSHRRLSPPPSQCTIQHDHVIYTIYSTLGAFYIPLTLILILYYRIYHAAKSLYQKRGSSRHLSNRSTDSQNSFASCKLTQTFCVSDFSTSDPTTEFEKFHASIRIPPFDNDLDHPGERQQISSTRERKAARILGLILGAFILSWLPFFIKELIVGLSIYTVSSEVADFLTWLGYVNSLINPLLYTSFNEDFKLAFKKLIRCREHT
# RORA act: RORA (human) activation; P35398; CHO-K1 Gal4-RORA LBD luciferase reporter, luminescence; percent increase over mock-subtracted basal signal; activation, % at 10 µM; actives 1.5% (n = 65,000); AID 560;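 active means activation above the mean of all tested compounds plus 3 SD, cut at about 49% in these data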;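 further: 0% = DMSO-treated RORA cells and 100% = added signal equal to DMSO minus mock-transfected cells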
# 5HT1E ag: 5-HT1E (human) receptor agonism. actives 0.69% (n = 65,000). P28566. CHO 5-HT1E Ga15 NFAT-bla reporter, FRET; 0% DMSO wells, 100% control agonist wells. activation, % at 6 µM;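 active means activation above a set limit, the screen-wide mean activation plus 3 SD, cut at about 8.5% in these data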;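 further: 100% = positive control agonist at 1 µM giving full maximal response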
# Starred values were filed as active, the others as inactive; i = inactive; . = no result given; [ ] = remark or other dose.
SMILES,HTR1A agonist,5-HT1A blocker,MMP-13 inhibitor,tolC growth inh,NADH enzymes,SF-1 act,HTR1E antagonist,RORA act,5HT1E ag
CCCN(CCC)S(=O)(=O)c1ccc(C(=O)Nc2nnc(-c3cccc(OC)c3)o2)cc1,-0.9,9.6,3.3,100.0*,5.0%[fluoresces],-21.1,-7.8,17.6,0.0
CCOC(=O)N1CCC(NC(=O)CCc2nc(-c3ccccc3F)no2)CC1,-2.3,8.4,7.0,-7.3,6.0%,1.3,-11.9,-15.0,-1.8
Cc1nnc(SCC(=O)N(C)Cc2ccccc2)[nH]c1=O,2.0,-1.9,-5.0,-4.9,10.0%,0.8,4.4,-20.1,0.6
O=C(Oc1cccc2c(O)cccc12)c1ccccc1,0.2,1.9,0.6,22.4,11.0%,-2.4,-2.7,2.7,-0.7
CCN(CC)CCN(Cc1cc2cc3c(cc2[nH]c1=O)OCCO3)C(=O)NC1CCCCC1,-4.6,13.4,-36.8,9.2,12.0%[fluoresces],7.2,11.7,16.1,0.4
CN1CCN(Cc2cc(=O)oc3cc4c(cc23)CCC4)CC1,0.9,15.2,-0.5,40.3,12.0%,-11.2,1.3,3.6,-0.3
Cc1ccccc1C(=O)Nc1cccc(N)c1,-0.1,-5.2,0.3,-14.6,5.0%,-4.0,17.3,30.1,-0.5
Cc1cccnc1NC(=O)CCCN1C(=O)c2ccccc2C1=O,-1.6,-0.1,-4.2,-14.2,2.0%,-5.5,-0.6,-4.9,0.2
CCCn1c(SCc2cc(=O)oc3ccc4ccccc4c23)n[nH]c1=O,1.0,28.4,-53.5[fluorescence artefact?],18.8,9.0%[fluoresces],-8.9,11.3,-11.2,-0.4
CCCCCc1c(C)nc(NCc2ccccc2)[nH]c1=O,-2.0,1.6,5.2,30.5,6.0%,-19.2,-2.7,-5.8,-0.6

# Part of the list above, reduced to SF-1 act.
SMILES,SF-1 act
CCCN(CCC)S(=O)(=O)c1ccc(C(=O)Nc2nnc(-c3cccc(OC)c3)o2)cc1,-21.1
CCOC(=O)N1CCC(NC(=O)CCc2nc(-c3ccccc3F)no2)CC1,1.3
Cc1nnc(SCC(=O)N(C)Cc2ccccc2)[nH]c1=O,0.8

# Next section:
SMILES,HTR1A agonist,5-HT1A blocker,MMP-13 inhibitor,tolC growth inh,NADH enzymes,SF-1 act,HTR1E antagonist,RORA act,5HT1E ag
O=C(Cn1nc(Cc2cccnc2)c2ccccc2c1=O)NCC1CCCO1 (centres undefined),-0.5,-2.4,4.2,-4.8,4.0%,-29.7,1.0,12.1,0.3
COc1cnn(-c2ccccc2)c(=O)c1N(C)C,-1.6,-2.3,0.2,-9.8,3.0%,0.0,8.2,14.5,-0.3
O=C1CN(C(=O)c2ccc(Br)o2)C(c2ccccc2)c2cc(Cl)ccc2N1 (centres undefined),2.5,2.7,-1.1,85.2*,7.0%,-1.6,-6.1,-6.1,1.2
CC(C)COc1ccc(C(=O)NCc2ccco2)cc1,-2.5,6.8,-3.8,20.3,1.0%,5.0,6.5,22.4,0.0
O=C(Cc1cccs1)NCc1cn2ccccc2n1,0.1,-3.7,-16.6,-6.3,12.0%,5.4,-1.3,3.1,0.5
Cc1ccc(C)c(C(=O)CSc2nnnn2-c2cccnc2)c1,0.6,-5.9,1.0,6.4,5.0%,-7.7,1.7,6.3,-0.6
COc1ccc(C(=O)N[C@H]2COC(C)(C)O[C@H]2c2ccccc2)cc1,-0.4,5.2,0.1,16.0,0.0%,1.0,3.6,-5.0,-0.1
Cc1ccnc2nc(C(=O)OCCOc3ccccc3)nn12,-2.2,-8.0,0.6,-21.6,6.0%,-5.9,-6.0,-12.9,0.1
N#Cc1nc(-c2cccs2)oc1NCCc1ccccc1,4.2,.,i[fluorescence artefact?],-4.8,3.0%[fluoresces],40.5,35.5*,24.3,-0.7
CCN(CC)S(=O)(=O)c1ccc(S(=O)(=O)N(Cc2ccccn2)Cc2ccco2)cc1,-2.8,-7.8,-0.3,9.8,5.0%,-27.7,-23.5,-12.7,0.3
COc1ccc(C2N3CC4(C)CN2CC(C)(C3)C4=O)cc1OC (centres undefined),-3.1,-4.9,5.0,-14.4,3.0%,2.1,5.8,-1.8,0.4
CN(C)c1ccc(C2=NOC(CN3C(=O)c4ccccc4S3(=O)=O)C2)cc1 (centres undefined),-1.0,-13.0,0.3,10.1,4.0%,33.0,7.9,60.1*,-1.2
CC(C)CCNC(=O)C1CCN(C(=O)N(C)C)CC1,-3.0,2.9,-1.4,-11.1,2.0%,4.0,-10.5,-12.4,0.7
CCOC(=O)c1sc(C)c2c1NC(C)(c1cccs1)NC2=O (centres undefined),0.3,-0.6,-36.8,14.7,4.0%[fluoresces],6.7,0.3,-5.0,0.4
Cc1cc(=O)oc(C)c1C(=O)NCCC1=CCCCC1,0.0,.,-6.0,-1.9,3.0%,1.0,-5.7,1.1,-0.1
CCN(CCC(=O)Nc1cc(OC)cc(OC)c1)Cc1ccccc1,-0.5,6.4,-8.6,14.6,6.0%,-5.9,0.7,-12.0,-1.6
COc1ccc(S(=O)(=O)N2CCN(c3ccc(C)cc3C)CC2)cc1OC,1.5,17.4,-5.0,30.4,3.0%,2.9,2.1,20.8,0.7
CC1=C(C#N)C(c2ccc3ncccc3c2)C(C#N)=C(C)N1,-0.3,-16.7,1.7,8.7,2.0%,24.2,-7.1,8.7,0.2
Cc1cc(-c2nnc(SCC(=O)NC3CCCC3)o2)no1,-1.4,-7.6,-0.2,-10.9,8.0%,-6.4,-0.3,-7.7,-0.7
CCCNS(=O)(=O)c1ccc(OCC(=O)NCCCOC)cc1,-1.2,9.7,-2.3,23.8,0.0%,-12.2,1.3,-1.8,-0.1

# Quoted from the results shown, 3 compounds:
SMILES,HTR1A agonist,5-HT1A blocker,MMP-13 inhibitor,tolC growth inh,NADH enzymes,SF-1 act,HTR1E antagonist,RORA act,5HT1E ag
COc1ccc(S(=O)(=O)N2CCN(c3ccc(C)cc3C)CC2)cc1OC,1.5,17.4,-5.0,30.4,3.0%,2.9,2.1,20.8,0.7
CC1=C(C#N)C(c2ccc3ncccc3c2)C(C#N)=C(C)N1,-0.3,-16.7,1.7,8.7,2.0%,24.2,-7.1,8.7,0.2
Cc1cc(-c2nnc(SCC(=O)NC3CCCC3)o2)no1,-1.4,-7.6,-0.2,-10.9,8.0%,-6.4,-0.3,-7.7,-0.7

# Later entries:
SMILES,HTR1A agonist,5-HT1A blocker,MMP-13 inhibitor,tolC growth inh,NADH enzymes,SF-1 act,HTR1E antagonist,RORA act,5HT1E ag
Cc1cc(NC(=O)CSc2nc3ccccc3c(=O)n2Cc2ccccc2)no1,-0.1,5.4,-4.6,-12.5,7.0%,-15.4,-5.6,6.7,-0.3
CCOC(=O)c1sc(=S)n(Cc2ccccc2)c1N,-2.4,13.6,4.7,31.0,4.0%,-13.5,8.1,10.2,-1.1
CC(C)CC(NC(=O)COc1ccccc1)C(=O)O (centres undefined),-3.1,-5.1,-11.4,-19.9,5.0%,7.0,-1.2,4.5,0.5
CN1Cc2c(N3CCOCC3)nc(SCc3ccccc3)c(C#N)c2CC1(C)C,3.7,.,5.5,20.7,2.0%,4.0,0.9,1.3,-0.5
CCCn1c2c(c(O)c(C(=O)Nc3ncccc3O)c1=O)CCCC2,1.4,-1.3,-9.9,12.7,6.0%,20.1,-12.4,-21.2,0.2
CCC(Sc1nc(C)cc(=O)[nH]1)C(=O)Nc1nnc(C)s1 (centres undefined),-0.5,-1.5,9.9,-1.9,10.0%,-6.3,-4.8,-11.1,0.1
COCCn1nnnc1CN1C2CCCC1CC(NC(C)=O)C2 (centres undefined),-1.6,-8.4,1.8,-17.2,6.0%,-12.8,1.5,-0.6,0.7
O=C1CCCC(O)=C1C1C2=C(CCCC2=O)Oc2ccccc21 (centres undefined),-4.7,18.1,6.6,7.6,3.0%,-22.0,24.4,2.4,-1.4
COc1ccccc1C1CC(=O)NC(C)=C1C(=O)OCC(C)C (centres undefined),-3.0,0.4,-0.5,36.1,5.0%,-8.7,-3.3,-26.3,0.1
c1ccc(-c2ccc(-c3nc(-c4cccnc4)no3)cc2)cc1,-2.8,-39.5,-24.8,-1.6,8.0%,0.8,-0.1,-3.4,-0.6
COc1ccc(NC(=O)CN2CCC3(O)CCCCC3C2c2ccccc2OC)cc1 (centres undefined),-1.5,4.1,-11.6,5.6,11.0%,-14.5,5.0,-8.6,-0.1
CCCc1nc(N2CCCC2)c(C#N)c2c1CCCC2,2.3,.,-29.6,5.0,7.0%,-14.9,-11.8,-23.8,-0.5
CC(=O)N(Cc1ccccc1)c1ccc(C(=O)O)cc1,-2.1,.,1.6,19.0,1.0%,-13.8,-5.7,-25.2,-1.0
CC(=O)c1cccc(NC(=O)N2CCC(c3nnc(SCC(N)=O)n3C)CC2)c1,-0.7,2.4,5.9,-20.0,6.0%,5.4,-7.5,0.0,0.7
CN1CCN(CCCNC(=O)c2cc3c(=O)n(C)c4ccccc4c3s2)CC1,-2.2,-16.5,-94.3[fluorescence artefact?],12.4,6.0%[fluoresces],-2.5,-3.9,-3.1,0.8
CCc1ccccc1OCC(=O)NC1CCCC1,-0.8,-1.9,2.8,5.6,8.0%,-1.6,0.2,-9.2,0.7
Clc1ccccc1COc1ccccc1-c1nnco1,-0.7,-3.5,1.2,3.4,1.0%,1.6,1.1,8.5,-0.4
O=C(c1cccc(S(=O)(=O)N2CCCCC2)c1)N1CCOCC1,-2.9,-0.4,6.2,-10.7,3.0%,-14.9,11.6,-14.0,-1.3
CCOC(=O)N1CCN(C(=O)c2ccc3c(c2)sc2nc(-c4ccc(OC)cc4)cn23)CC1,2.3,-22.0,-11.1,0.2,6.0%,38.8,-18.4,27.8,6.2
O=C(NCc1ccco1)c1c(O)c2cccc3c2n(c1=O)CCC3,-0.3,-0.5,-1.0,-10.9,6.0%,-5.1,4.9,-8.0,-1.1
Cc1ccc(NC2c3ncccc3C(=O)N2Cc2ccc(F)cc2)cc1 (centres undefined),-0.4,8.0,0.6,15.2,16.0%,13.8,1.0,-4.3,-1.1
CCOC(=O)C1=C(C)Nc2nc(C)nn2C1c1ccc(OC)c(OC)c1 (centres undefined),1.9,-1.8,4.8,-8.2,4.0%,13.7,3.4,-15.3,0.4
CCC1CCCCN1Cc1nc2c(c(=O)n(C)c(=O)n2C)n1Cc1cccc2ccccc12 (centres undefined),0.1,0.5,3.2,6.8,12.0%,3.7,-1.4,-11.5,0.3
CCOc1ccc2nc(NC(=O)C3CCCN(S(=O)(=O)c4cccs4)C3)sc2c1 (centres undefined),-5.2,-11.0,-0.1,63.0*,1.0%,-14.3,-7.0,23.7,-0.1
Cc1cc(Nc2cccc(Cl)c2)n2ncnc2n1,-2.5,10.8,-5.3,-10.0,1.0%,-1.5,7.3,-22.4,1.8
Cc1c(C(=O)NC(C)C)oc2c1-c1[nH]ncc1CC2,-3.4,-2.3,-12.8,-6.9,1.0%,7.8,-8.8,-17.3,-1.0
NC(=O)c1cccc(S(=O)(=O)N2CCCCC2)c1,-1.2,-10.9,7.7,-9.7,2.0%,-11.6,2.5,9.6,0.5
COc1ccc(C2(C(=O)NCCCN3CCOCC3)CCOCC2)cc1,-1.6,-0.7,4.0,-32.4,5.0%,-14.5,3.2,2.5,0.8
